Bioassay records as filed in PubChem.
PostGolgi ctrl: growth of the yeast control strain, post-Golgi counter-screen; hit rate 5% among 98,000; efflux-deficient yeast background strain, growth absorbance A615, 16 h; inhibition, % at 10 µM; AID 738
S1P2 blocker: antagonists of human S1P2 receptor; inhibition, % at 5 µM; O95136; cell-based S1P2 antagonist assay, inhibition at 5 uM; AID 736; hit rate 0.21% among 97,000; in the data active = inhibition above about 45%;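 note: CRE beta-lactamase reporter cells expressing human S1P2 stimulated with S1P; 0% = agonist at EC80 alone and 100% = agonist plus reference antagonist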
Target sequence (O95136 whole entry, looked up): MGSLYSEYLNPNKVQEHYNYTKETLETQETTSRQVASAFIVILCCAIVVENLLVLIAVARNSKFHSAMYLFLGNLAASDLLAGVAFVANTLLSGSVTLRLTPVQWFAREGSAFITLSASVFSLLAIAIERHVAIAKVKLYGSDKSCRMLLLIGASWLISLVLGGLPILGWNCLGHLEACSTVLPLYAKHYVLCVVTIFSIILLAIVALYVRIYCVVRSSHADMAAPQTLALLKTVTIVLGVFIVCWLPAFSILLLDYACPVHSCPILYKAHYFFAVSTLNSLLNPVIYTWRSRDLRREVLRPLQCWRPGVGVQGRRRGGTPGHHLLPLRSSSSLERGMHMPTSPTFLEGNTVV
S1P2 ag: S1P2 (human) receptor agonism. activation, % at 4.5 µM. hit rate 0.46% among 97,000. S1P2-expressing cell line, agonist reporter read-out. O95136; in the data active = activation above about 16%;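 note: 0% = vehicle low control and 100% = maximal reference agonist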
Lung fibro prol: blocks proliferation of human lung fibroblasts; LL 47 human lung fibroblast viability, ATP luminescence; active compounds read low; viability, % at 10 µM; hit rate 1.1% among 85,000;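 active = viability at or below 50% in the single dose screen; inactive = viability above 50%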;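 note: compound exposure lasted 72 h before the ATP readout; 100% = median luminescence of untreated cell-only wells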
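Assay system: human lung fibroblast line LL 47, low passage. Input: 1,150 fibroblasts seeded per well. Times: overnight cell rest, 72 h compound treatment at 37 °C. Evaluation: % viability of median cell-only signal. Technique: luminescent ATP detection, CellTiter-Glo. Control set: cell-only wells, no compound.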
Ecoli WT expand: growth inhibitors of E. coli BW25113 wild type | growth inhibition, % at 100 µM | hit rate 0.15% among 98,000 | OD600 absorbance;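 active = growth inhibition above about 50% at one test dose, limit read from the data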;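 note: growth measured after 20 h incubation at 37 °C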
PostGolgi yeast: growth inhibition of a yeast mutant, post-Golgi transport screen | post-Golgi transport phenotypic cell assay | AID 739 | inhibition, % at 10 µM | hit rate 0.9% among 98,000;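 note: yeast cells grown in 1536-well plates; yeast grown about 18 h at 30C before absorbance read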
HUVEC inhibit: blocks proliferation of human endothelial cells; HUVEC proliferation, CellTiter-Glo luminescence, 72 h; active compounds read low; viability, % at 10 µM (by protocol); hit rate 1.1% among 86,000;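 active = viability at or below 30%; inactive = viability above 30%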;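 note: 100% = median luminescence of DMSO-only cell control wells on each plate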
H69AR inhibit: growth inhibitors of human H69AR lung tumor cells. H69AR lung tumor viability, ATP luminescence, 72 h; active compounds read low. viability, % at 10 µM. hit rate 6% among 85,000. AID 598;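 active = viability at or below 40%; inactive = viability above 40%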;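 note: multidrug resistant small cell line overexpressing MRP-1 efflux transporter; 100% = mean luminescence of untreated control wells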
DAT uptake mod: modulates human dopamine transporter uptake under cocaine | hit rate 1.3% among 110,000 | LLC-PK1 hDAT cells, [14C]-dopamine uptake with cocaine IC80; actives deviate in either direction | Q01959 | B-score at 10 µM;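 active = Z score or B-score, a plate-position-corrected score, falls beyond the plate's 99.7% confidence bounds, in either direction; inactive = both scores lie inside the 99.7% bounds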;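 note: scored against the spread of the other compound wells on the same plate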
Target sequence (Q01959 whole entry, looked up): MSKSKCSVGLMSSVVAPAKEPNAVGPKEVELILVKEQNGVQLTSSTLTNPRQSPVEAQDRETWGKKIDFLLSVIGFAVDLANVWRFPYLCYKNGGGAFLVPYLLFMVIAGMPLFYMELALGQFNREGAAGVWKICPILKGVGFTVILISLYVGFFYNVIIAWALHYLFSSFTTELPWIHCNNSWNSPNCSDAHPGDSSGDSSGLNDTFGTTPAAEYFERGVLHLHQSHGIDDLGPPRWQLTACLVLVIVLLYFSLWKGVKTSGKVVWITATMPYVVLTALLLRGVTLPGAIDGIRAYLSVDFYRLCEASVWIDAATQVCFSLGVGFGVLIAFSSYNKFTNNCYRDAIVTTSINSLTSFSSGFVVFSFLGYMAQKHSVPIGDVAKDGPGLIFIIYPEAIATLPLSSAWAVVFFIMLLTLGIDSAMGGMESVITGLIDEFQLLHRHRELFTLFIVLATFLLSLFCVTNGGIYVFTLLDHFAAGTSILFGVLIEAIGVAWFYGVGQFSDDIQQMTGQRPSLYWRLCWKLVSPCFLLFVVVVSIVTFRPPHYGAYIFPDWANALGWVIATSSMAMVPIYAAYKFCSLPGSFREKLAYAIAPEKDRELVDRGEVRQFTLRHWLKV
Starred values were filed as active, the others as inactive; nt = not tested or not shown. Cut-off read from the data, not from the text of the source, unless noted: active = inhibition above about 30%; inactive = the rest. Compounds were not picked by outcome; about 11% have a hit in one of these screens.

mol	PostGolgi ctrl	S1P2 blocker	S1P2 ag	Lung fibro prol	Ecoli WT expand	PostGolgi yeast	HUVEC inhibit	H69AR inhibit	DAT uptake mod
CCOc1ccc2nc(NCCCNS(=O)(=O)c3ccccc3)c(C#N)cc2c1	24	-10	5	99	-3	5	79	71	0.34
CC(=O)N1CCc2cc(S(=O)(=O)NCCC3=CCCCC3)ccc21	nt	8	0	93	nt	nt	34	101	nt
O=C(Cc1ccc(Br)cc1)N1CCCCCC1	1	-31	-6	102	1	-1	87	89	0.015
O=c1[nH]nc(CSCc2ccccc2Cl)[nH]1	25	-5	-6	97	-4	-9	101	94	0.038
O=C(NCCc1c[nH]c2ccccc12)Nc1ccccc1	-2	9	-8	104	7	8	101	78	nt
CCc1c(C)sc(NC(=O)CCc2ccc(OC)cc2)c1C(N)=O	9	-7	-5	nt	-5	-1	nt	nt	-1.3
CCC(=O)Nc1sc2c(c1C(=O)N(C)C)CCCCC2	nt	-5	-6	99	nt	nt	98	56	-0.32
Cc1cc(C)nc(N2CCC(C(=O)Nc3ccc4c(c3)OCO4)CC2)n1	4	-12	-2	105	1	-3	98	90	-0.28
c1ccc(-c2nnc(CN3CCC4(CC3)OCCO4)o2)cc1	4	-6	-3	101	-9	-2	97	89	-0.18
Oc1ccccc1-c1n[nH]c(=S)n1Cc1ccco1	-11	-1	-4	95	7	0	84	82	0.11
Cc1cccc(Nc2nc(N)nc(CSc3nccn3C)n2)c1	5	4	-2	96	18	-34	93	99	0.94
COc1ccc(NC(=O)c2cnc(C)cn2)c2ncccc12	1	18	-5	49*	-5	-2	27*	2.8*	-0.26
CCOC(=O)c1cc(C(C)=O)c(=O)n(C)c1N	-8	19	-5	nt	5	-9	83	92	0.022
COc1ccc(CC(NC(C)=O)C(=O)NC2CCN(S(=O)(=O)c3cccc4ccccc34)CC2)cc1OC (configuration not stated)	2	2	-3	94	-2	2	104	85	0.38
Cc1cccc(-c2nc(CN3CCCC(C(=O)NC4CCCCC4)C3)c(C)o2)c1 (configuration not stated)	4	11	-4	109	9	-4	60	39*	-0.02
CSC1=N/C(=C\c2ccc(C)o2)C(=O)S1	13	18	-4	96	2	11	90	88	-0.22
Cc1ccc(N2CC(c3nc4ccccc4[nH]3)CC2=O)c(C)c1 (configuration not stated)	21	nt	nt	96	-5	0	110	88	0.16
N=c1c(C(=O)NCc2ccc(F)cc2)cc2c(=O)n3ccccc3nc2n1CCCN1CCOCC1	0	nt	nt	93	-8	7	76	60	0.37
CCCn1c(SCC#N)nc2c(c1=O)C1(CCCC1)Cc1ccccc1-2	29	-7	-3	91	-38	-5	68	70	-0.71
O=C(Nc1nccs1)c1ccc(CSc2nnnn2-c2ccccc2)cc1	16	-17	-1	96	-5	3	86	58	0.097

Single records, from the list above:
Cc1cc(C)nc(N2CCC(C(=O)Nc3ccc4c(c3)OCO4)CC2)n1 is listed with PostGolgi ctrl: 4; S1P2 blocker: -12; S1P2 ag: -2; Lung fibro prol: 105; Ecoli WT expand: 1; PostGolgi yeast: -3; HUVEC inhibit: 98; H69AR inhibit: 90; DAT uptake mod: -0.28
O=C(Nc1nccs1)c1ccc(CSc2nnnn2-c2ccccc2)cc1 is listed with PostGolgi ctrl: 16; S1P2 blocker: -17; S1P2 ag: -1; Lung fibro prol: 96; Ecoli WT expand: -5; PostGolgi yeast: 3; HUVEC inhibit: 86; H69AR inhibit: 58; DAT uptake mod: 0.097

Following part
mol	PostGolgi ctrl	S1P2 blocker	S1P2 ag	Lung fibro prol	Ecoli WT expand	PostGolgi yeast	HUVEC inhibit	H69AR inhibit	DAT uptake mod
O=c1oc2ccccc2cc1NCc1ccccc1O	11	10	-4	95	12	1	91	70	-0.052
O=C(N/N=C/c1ccco1)c1ccc(Br)o1	2	-4	-3	nt	5	-3	nt	nt	0.39
O=C(NCC1CCCO1)c1c(O)c2cccc3c2n(c1=O)CCC3 (configuration not stated)	11	-85	0	nt	2	-14	nt	nt	0.69
CC1=C(C(=O)OC(C)(C)C)C(c2ccco2)C(C#N)=C(N)O1 (configuration not stated)	4	16	-3	100	3	-6	92	91	0.6
NS(=O)(=O)c1ccc(S(=O)(=O)N2CCCC2)cc1	-4	17	0	104	4	3	106	102	-0.24
CC(=O)N1CCC(C(=O)c2ccc(Cl)cc2)CC1	0	-42	0	100	-1	6	100	99	0.26
COc1nnc(-c2ccc(N3CCCCC3)c(NC(=O)C3CCCCC3)c2)c2ccccc12	8	-18	-2	98	-4	12	66	8.7*	nt
Cc1ccc(-c2cn3c(=O)cc(C)[nH]c3n2)cc1	-1	17	-6	nt	0	-7	nt	nt	0.97
COc1ccc(OC)c(-n2c(CNC3CCN(Cc4ccccc4)CC3)nc3ccccc3c2=O)c1	8	-17	-5	95	2	-10	115	61	1.2
CC1=NC(C(F)(F)F)(C(F)(F)F)C(C#N)=C(C)N1	7	6	-8	103	5	0	101	102	-3.8*
O=C(NCc1ccccn1)C1CCCN(S(=O)(=O)c2cccc3nsnc23)C1 (configuration not stated)	13	17	-3	102	7	14	85	96	0.47
CCOc1ccccc1Nc1ncnc2c1cnn2-c1ccccc1	nt	nt	nt	103	nt	nt	92	86	0.56
COC(=O)c1ccc(COC(=O)c2c(C)nn(Cc3ccccc3Cl)c2Cl)o1	5	-10	-7	94	-7	-1	98	80	0.37
CCCCCCC(=O)Nc1cc2c(C)cc(=O)oc2cc1C	8	4	-5	102	-1	15	89	84	0.4
COC(=O)Cc1ccc(NC(=O)c2cccs2)cc1	-6	-8	-8	100	11	-4	87	90	-1.2
Cc1ccc(CNC(=O)C2CCCN(S(=O)(=O)c3cnc[nH]3)C2)cc1 (configuration not stated)	-4	11	-1	99	7	0	110	97	0.1
c1ccc(SCc2nc(-c3ccccn3)no2)cc1	9	-14	-3	95	6	-1	100	99	-0.092
COc1ccc(C(=O)C(CN2CCOCC2)c2ccccc2)cc1 (configuration not stated)	26	0	-2	11*	16	3	71	0.5*	-0.54
CSC(=CC(=O)c1ccccc1)SC	2	-7	-4	nt	10	20	nt	nt	-0.26
Cc1ccc(-c2sc(C)nc2CC(=O)O)cc1	26	1	-8	106	-14	-3	97	94	-0.086
COc1ccc(OC)c(NC(=O)COC(=O)CNC(=O)c2ccc(OC)c(OC)c2)c1	-6	-34	3	nt	17	2	nt	nt	0.8
CCc1nnc(SCc2ccc(OC(C)C)cc2)n1N	2	10	-6	101	2	-1	107	102	-0.87
Cc1cc(C(=O)Nc2nnc(C3CCCCC3)s2)no1	29	-16	-3	89	-15	0	98	83	0.33
Cc1cccc(C(=O)NC(=S)Nc2ccc(S(=O)(=O)N(C)c3ccccc3)cc2)c1	7	-12	-4	nt	-18	4	nt	nt	nt
CN(C(=O)c1ccc(C(=O)N(C)C2CCCCC2)cc1)C1CCCCC1	nt	-9	-1	89	nt	nt	95	90	nt
CCc1nc(SCC(=O)N2CCN(C(=O)c3ccco3)CC2)c2c3c(sc2n1)CCCC3	7	nt	nt	94	3	12	91	56	-0.38
O=C(CSCc1ccc(Cl)cc1)N/N=C/c1ccc(OCC(=O)Nc2ccccc2)cc1	-4	-4	-7	nt	-7	9	nt	nt	-0.16
CCC(C)NC(=O)C1c2cc(OC)c(OC)cc2C(=O)N(C)C1c1cccs1 (configuration not stated)	2	-2	-6	nt	-7	5	nt	nt	-0.44
Cc1ccc(C(=O)c2ccc([N+](=O)[O-])cc2)cc1	7	-3	-3	105	11	4	116	99	-0.39
Cc1ccc(N=Nc2c(N)[nH]n3c(=O)c4c(nc23)CCCC4)cc1	25	25	-5	nt	2	-1	nt	nt	nt
CCOC(=O)c1cc(NC(=O)CSc2nnc(CN3CCOCC3)n2C)ccc1Cl	nt	8	-2	97	nt	nt	95	94	-8.9*
COC(=O)c1nn(-c2ccc(OC)cc2)c(=O)cc1Oc1ccccc1	3	8	-1	nt	8	0	nt	nt	1.1
CCOC(=O)C(C)Oc1ccc(=O)n(-c2ccccc2)n1 (configuration not stated)	7	-1	1	97	-6	-6	98	89	-2
COc1ccc(CCNC(=O)CCn2cccc2)cc1OC	-3	5	-7	nt	8	-6	nt	nt	-0.12
Cc1c(NC(=S)NC(=O)C(c2ccccc2)c2ccccc2)cccc1C(=O)O	3	-12	-3	nt	-5	-3	nt	nt	1.3
COc1ccccc1C1/C(=C(\O)c2c(C)nc3c(C)cccn23)C(=O)C(=O)N1CCCN(C)C (configuration not stated)	nt	-13	-3	94	nt	nt	89	88	nt
CCn1nnnc1SCC(=O)c1ccc(NC(C)=O)cc1	15	12	-5	99	16	-5	90	91	-0.76
O=C(Nc1cccc(NS(=O)(=O)c2ccc(S(=O)(=O)NC3CC3)cc2)c1)c1ccccn1	5	3	-3	98	-7	-2	93	69	0.22
Cc1cc(NC(=O)CSc2ccc3nnc(-c4cccc(F)c4)n3n2)no1	13	11	-2	103	-11	2	104	87	-1
O=C(Nc1nnc(-c2ccccc2)s1)c1cc(S(=O)(=O)N2CCOCC2)c(Cl)cc1Cl	11	-4	-2	93	-5	-1	47	10.0*	0.97
Cc1[nH]c2ccc(F)cc2c(=O)c1SC(F)(F)C(F)C(F)(F)F (configuration not stated)	11	-11	-1	89	-7	-6	89	77	-0.22
COc1ccc2[nH]c(C(=O)O)c(NS(=O)(=O)c3ccc(Cl)s3)c2c1	4	-12	-5	99	-7	7	85	105	0.0088
CC(C)OC(=O)C1C2C=CC3(CN(CC4CCCO4)C(=O)C13)O2 (configuration not stated)	9	14	-1	98	-12	-3	96	97	0.26
COc1ccc(S(=O)(=O)Nc2ccccc2C(=O)NCc2ccco2)cc1	31*	-7	-3	103	2	0	107	83	-0.074
OCC(C#CCN1CCCCC1)NCc1ccccc1 (configuration not stated)	20	nt	nt	95	6	-4	99	81	-1.7
O=c1cc(Nc2ccc3c(c2)OCO3)[nH]c(=O)n1-c1ccc(Br)cc1	21	7	-6	97	-5	4	76	35*	0.053
COc1ccccc1N1CCN(C(=O)Cn2nc(C(F)(F)F)c3c2CCC3)CC1	3	8	-5	96	0	4	93	72	1.9
COc1ccc(-c2nc3c4ccccc4[nH]c(=O)n3n2)cc1	13	-13	1	92	-14	14	70	42	0.62
